Growth percent in the NCI-60 one-dose screen (48 h, 10 µM unless noted): 100 = growth as untreated, 0 = no growth, -100 = all killed.
CAKI-1 = CAKI-1 renal cancer | hit rate 4.7% among 75,000
UO-31 = UO-31 renal cancer; hit rate 5.2% among 81,000
SN12C = SN12C renal cancer cells. AID 1794767. hit rate 3.8% among 81,000
DU-145 = DU-145 prostate cancer | AID 1794760 | hit rate 4.2% among 81,000
RXF 393 = RXF 393 renal cancer cells; hit rate 6.9% among 77,000
A498 = A498 renal cancer cells | hit rate 5.4% among 76,000 | AID 1794774
TK-10 = TK-10 renal cancer cells | hit rate 3.9% among 81,000
786-0 = 786-0 renal cancer cells; hit rate 5.1% among 81,000
ACHN = ACHN renal cancer | hit rate 4.9% among 81,000
* = called active by the depositor; . = no result given; & = joins results of further samples; ! = repeats disagree. Rule for the calls: active = growth percent below 10; inactive = the rest.

SMILES	CAKI-1	UO-31	SN12C	DU-145	RXF 393	A498	TK-10	786-0	ACHN
O=C(O)c1ccc(-n2cc(CNc3cccc(F)c3)c(-c3cc(C(F)(F)F)cc(C(F)(F)F)c3)n2)cc1	73	87	90	103	102	96	115	100	99
Cc1cc(NS(=O)(=O)c2ccc3ncc(C(N)=O)c(Nc4ccc(Cl)cc4)c3c2)no1	.	78	100	115	105	100	143	107	96
O=S(=O)(c1ccccc1)c1nc(-c2ccccc2)oc1SCc1ccc(F)cc1	82	74	97	106	86	78	85	85	95
O=C(N/N=C/c1ccncc1)c1ccccc1Nc1cccc(C(F)(F)F)c1	117	61	91	69	.	72	102	87	90
O=C1CC(c2ccc3c(c2)OCO3)c2ncn(-c3ccc(Cl)cc3)c2N1 (stereo not given)	37	61	57	18	.	.	68	38	54
CC1C=CCC2C(=O)OC(=O)C12 (stereo not given)	95	89	95	95	99	54	108	98	98
COc1cc2nc3cc([N+](=O)[O-])ccc3c(NCCCNCC(C)(C)O)c2cc1OC	18	1.9*	-35*	-34*	-82*	-82*	-32*	-62*	1.6*
Fc1ccc(F)c(CNc2nc(SCCN3CCOCC3)nc3c2cnn3CC(Cl)c2ccc(Br)cc2)c1 (stereo not given)	27	9.3*	29	43	-4.1*	65	45	18	11
N#Cc1c(-c2ccc(Cl)cc2)nc(N2NC(=O)CC2=O)nc1N1CCOCC1	82	78	100	113	107	85	105	107	97
COc1ccc(C(=O)Nc2ccc(OS(N)(=O)=O)cc2)cc1	95	88	101	117	105	113	107	105	109

Copied from the list:
Reading of O=S(=O)(c1ccccc1)c1nc(-c2ccccc2)oc1SCc1ccc(F)cc1 in UO-31: 74
Reading of O=C(N/N=C/c1ccncc1)c1ccccc1Nc1cccc(C(F)(F)F)c1 in SN12C: 91
Reading of O=C(O)c1ccc(-n2cc(CNc3cccc(F)c3)c(-c3cc(C(F)(F)F)cc(C(F)(F)F)c3)n2)cc1 in A498: 96

Already shown: entries from further up.
SMILES	CAKI-1	UO-31	SN12C	DU-145	RXF 393	A498	TK-10	786-0	ACHN
O=C(O)c1ccc(-n2cc(CNc3cccc(F)c3)c(-c3cc(C(F)(F)F)cc(C(F)(F)F)c3)n2)cc1	73	87	90	103	102	96	115	100	99
Cc1cc(NS(=O)(=O)c2ccc3ncc(C(N)=O)c(Nc4ccc(Cl)cc4)c3c2)no1	.	78	100	115	105	100	143	107	96
O=S(=O)(c1ccccc1)c1nc(-c2ccccc2)oc1SCc1ccc(F)cc1	82	74	97	106	86	78	85	85	95
O=C(N/N=C/c1ccncc1)c1ccccc1Nc1cccc(C(F)(F)F)c1	117	61	91	69	.	72	102	87	90

(continued)
SMILES	CAKI-1	UO-31	SN12C	DU-145	RXF 393	A498	TK-10	786-0	ACHN
COc1cc(/C=C2\SC(=S)N(NC(=O)C(C)c3ccc(CC(C)C)cc3)C2=O)cc(OC)c1OC (stereo not given)	106	91	94	105	107	.	98	105	104
CCN(CC)CC(CN(CC)CC)OC(=O)c1ccc(N)cc1	101	93	107	106	105	112	.	90	100
COc1ccc2nc(NC(=O)c3cccnc3Nc3cc(OC)c(OC)c(OC)c3)sc2c1	5.1*	.	19	-56*	-39*	-64*	.	-67*	58
O=C(CSc1nnc(-c2cc(-c3ccc(Cl)cc3)nc3ccccc23)n1-c1ccccc1)c1ccccc1	.	82	102	97	96	101	.	84	109
CC(C(=O)O)N1C(/N=C/c2ccc(Br)cc2)=NNC1(C)c1ccccc1O (stereo not given)	84	63	77	85	82	82	112	93	79
O=C(CN1CCCCC1)Nc1nc2ccc(NCc3ccc(Br)cc3)cc2s1	89	88	96	116	113	128	114	105	86
COc1ccc2[nH]c(=O)c(CN3CCN(c4nccc(-c5ccc6ccccc6c5)n4)CC3)cc2c1	87	67	75	97	89	.	92	84	88
N#CC(C#N)=NNc1ccc(S(=O)(=O)c2ccc(NN=C(C#N)C#N)cc2)cc1	93	89	100	96	179	88	113	100	92
COc1ccc(-c2cc(-c3cc(OC)c(OC)c(OC)c3)c(C#N)c(=O)n2CCCCCC(=O)O)cc1	78	63	89	95	101	56	115	104	84
O=C(O)c1ccc(-n2cc(/C=N/Nc3ccccc3)c(-c3ccc(F)cc3F)n2)cc1	29	13	73	49	93	82	57	72	47

Brought forward from above: four entries, then new ones.
SMILES	CAKI-1	UO-31	SN12C	DU-145	RXF 393	A498	TK-10	786-0	ACHN
COc1ccc2[nH]c(=O)c(CN3CCN(c4nccc(-c5ccc6ccccc6c5)n4)CC3)cc2c1	87	67	75	97	89	.	92	84	88
N#CC(C#N)=NNc1ccc(S(=O)(=O)c2ccc(NN=C(C#N)C#N)cc2)cc1	93	89	100	96	179	88	113	100	92
COc1ccc(-c2cc(-c3cc(OC)c(OC)c(OC)c3)c(C#N)c(=O)n2CCCCCC(=O)O)cc1	78	63	89	95	101	56	115	104	84
O=C(O)c1ccc(-n2cc(/C=N/Nc3ccccc3)c(-c3ccc(F)cc3F)n2)cc1	29	13	73	49	93	82	57	72	47
CCCC1OCC(C)([N+](=O)[O-])CO1 (stereo not given)	93	78	102	115	104	104	94	101	106
COc1cc(/C=C/C(=O)c2cc(-c3ccc(N(C)C)cc3)ccc2O)cc(OC)c1OC	97	67	92	105	122	89	129	107	94
NC(=S)N/N=C/C(=O)O	89	39	90	106	107	80	111	104	91
CC(=O)N1N=C(c2ccc(Nc3nc(Nc4ccc(F)cc4)nc(Nc4ccc(F)cc4)n3)cc2)CC1c1ccc(N(C)C)cc1 (stereo not given)	59	34	100	78	9.7*	64	73	58	59
CCOC(=O)c1c(C)nc(C)c(C(=O)OCC)c1-c1cccnc1	106	94	109	116	131	125	121	94	99
Clc1ccc(C2Oc3ccccc3C3CC(c4cccs4)=NN32)c(Cl)c1 (stereo not given)	82	67	92	99	101	110	114	100	97
Cc1nc(-c2ccccc2)ccc1-c1nnc(SCC(=O)c2ccccc2)o1	94	86	99	107	98	89	181	108	99
CSc1nc(N)cc(=O)[nH]1	102	90	107	105	109	98	101	107	108
Cc1ccc(NC(=O)c2nc(S(C)(=O)=O)oc2-c2ccc(F)cc2)cc1Nc1ccc2ncn(C)c(=O)c2c1	.	73	68	58	45	130	91	79	48
O=c1nc(NO)ccn1C1CCCO1 (stereo not given)	100	100	103	119	114	.	116	118	109
CCCCc1ccc(-c2nc3c(c(C)nc4c3nnn4-c3cc(OC)c(OC)c(OC)c3)c(=O)o2)cc1	94	91	101	113	100	96	112	106	102
COc1ccc(/C=c2\nc3n(-c4ccccc4)c4nnc(CC#N)n4n-3c2=O)cc1	80	73	97	112	106	84	143	104	96
COc1cc(-c2cc(=O)c3c(O)cc(C)cc3o2)cc(OC)c1OC	108	84	.	108	116	110	112	97	108
Cc1ccc(C(O)(c2ccccc2)c2ccc(C)cc2)cc1	74	84	98	107	116	88	109	107	114
CCOC(=O)C(=O)/C(=C/n1c(=S)[nH]c2ccc([N+](=O)[O-])cc21)C(=O)OCC	96	99	99	.	108	80	101	104	106
COc1cccc(CNc2ccc3ncnc(Nc4ccc(F)c(Cl)c4)c3c2)c1	35	33	53	54	66	45	30	71	26
CCCC(CNC1CCCCC1)OC(=O)c1ccc(N)cc1 (stereo not given)	97	101	89	123	113	96	114	101	102
C#CCOc1ccc(/C=N/Nc2nc(-c3ccc(OC)cc3)cs2)cc1	66	67	78	79	99	63	101	89	84
C=C1CCc2occ(C)c2[C@H]2[C@H]1[C@@]13O[C@@]1(C[C@@H](C)C3=O)[C@H]1O[C@@]21C	98	88	100	111	101	101	96	98	113
C=C(C)C1CC=C(/C=N/O)CC1 (stereo not given)	97	104	103	106	95	79	102	102	97
c1ccc(CCc2ccccc2-c2cc(-c3ccccc3)on2)cc1	92	75	85	92	94	89	110	94	89
COc1ccc(C=NCCc2ccc(OC)c(OC)c2)cc1OC	92	100	101	118	105	.	101	120	105
Cn1c(O)c(N=Nc2nc(-c3cc4ccccc4oc3=O)cs2)c2cc(Br)ccc21	76	78	74	101	.	16	57	-12*	35
COC(=O)C(Cc1ccccc1)NC(=O)c1ccc(NC(=O)c2[nH]c(C)c(Cl)c2Cl)c(OC(C)C)c1 (stereo not given)	90	95	16	78	128	87	54	39	40
Brc1cc(Br)c2[nH]c(-c3ccccc3)cc2c1	71	69	83	95	.	72	.	100	52
Cc1nn(-c2ccc(C#N)cc2)c2nc3c(nc12)c(=O)[nH]c1ccccc13	118	68	101	120	105	95	125	109	106
O=C(c1ccc(Oc2ccccc2)cc1)C(C(c1ccccc1)N1CCCCC1)N1CCCCC1 (stereo not given)	98	82	107	102	117	106	107	101	102
C=CCn1c(SCC(=O)c2ccc(OC)cc2)nnc1-c1ccc(OC)cc1	88	92	98	100	88	.	105	99	104
CNc1ccc(Cl)cc1S(=O)(=O)c1ccccc1[N+](=O)[O-]	41&85	93&92	98&90	105&105	126&25	118	95&100	100&116	98&107
COc1c(B(O)O)cccc1-c1nc2c(F)cc3[nH]ncc3c2c2c1CCCC2	-28*	-1.8*	16	7.8*	-45*	-65*	16	0.3*	0.1*
O=C(Nc1cc(C(F)(F)F)cc(C(F)(F)F)c1)c1cc(Cl)ccc1O	-24*	-20*	-11*	5.9*!	-5.4*	-69*	5.7*	-49*	2.3*
Cc1ccc(C2SCC(=O)N2Cc2ccccc2)cc1 (stereo not given)	84	84	95	118	114	109	99	89	100
COc1ccc2c(c1OC)C(=O)OC2C1c2c(c(COC(=O)C(CC(C)C)NC(=O)OC(C)(C)C)c3c(c2OC)OCO3)CCN1C (stereo not given)	84	71	100	105	94	120	106	103	95
CCOC(=O)C1(c2ccccc2)SC(C(=O)OCC)(c2ccccc2)S1 (stereo not given)	103	99	98	109	105	82	101	108	105
COC(=O)c1nc(C(C)(C)C)oc1N	97	90	96	106	107	123	102	95	96
CC[C@@H](C(=O)[C@@H](C)[C@@H](O)[C@H](C)[C@@H]1O[C@@H]([C@@H](CC)C(=O)O)CC[C@@H]1C)[C@H]1OC2(C=C[C@@H](O)[C@]3(CC[C@@](C)([C@H]4CC[C@](O)(CC)[C@H](C)O4)O3)O2)[C@H](C)C[C@@H]1C (stereo not given in full)	18	20	16	46	-33*	-79*	30	3.6*	33
O=C(Nc1sc2c(c1C(=O)NCCc1c[nH]c3ccccc13)CCCC2)c1ccccc1	55	53	81	97	89	.	89	92	86
Cc1ccc(C(C(=O)NC2CCCCC2)N(C(=O)C2CCc3cc(F)ccc3O2)c2ccc(F)cc2F)cc1 (stereo not given)	.	88	75	89	120	74	96	62	84
Cc1cnc(SCc2ccccc2Cl)nc1N(C)C	68	89	85	99	100	106	81	89	100
O=c1[nH]c(CNc2ccc(NC(=S)Nc3ccc(Cl)cc3)cc2)nc2sc3c(c12)CCCC3	86	75	92	99	107	82	114	97	79
CN(C)CC(=O)Nc1ccc2ncnc(Nc3ccc(Oc4cccc(C(F)(F)F)c4)c(Cl)c3)c2c1	36	-3.5*	60	48	51	12	47	59	23
CN1CCN(C(=O)[C@@]2(C)CC[C@]3(C)CC[C@]4(C)C(=CC[C@@H]5[C@@]6(C)C/C(=C/c7ccncc7)C(=O)C(C)(C)[C@@H]6CC[C@]54C)[C@@H]3C2)CC1	46	44	46	76	46	80	75	58	67
O=C(Cn1nncc1CN1C(=O)CSC1=O)Nc1ccc(O)cc1	91	89	99	105	115	105	102	105	101
C=C(C)[C@@H]1CC[C@]2(C#N)CC[C@]3(C)[C@H](CC[C@@H]4[C@@]5(C)CCCNC(C)(C)[C@@H]5CC[C@]43C)[C@@H]12	62	72	60	66	82	82	118	84	95
Cn1cc(-c2nc(-c3c[nH]c4ncccc34)cs2)c2cc(F)ccc21	13	29	51	64	44	42	23	41	24

Screens from PubChem.
